Wnt act: activators of Wnt/beta-catenin signaling | Wnt/beta-catenin reporter cell assay, activator, plate reader | activation, % at 9.35 µM | hit rate 1.2% among 300,000 | AID 743398; in the data active = activation above about 30%, passing the limit was not always enough;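 note: 0% = neutral control wells and 100% = positive control wells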
NSD2 inh: blocks human histone methyltransferase NSD2. hit rate 0.54% among 310,000. AID 743445. NSD2 peptide methylation, AlphaScreen, 120 min. inhibition, % at 12.5 µM. O96028; in the data active = inhibition above about 50%
Target sequence (O96028 whole entry, looked up): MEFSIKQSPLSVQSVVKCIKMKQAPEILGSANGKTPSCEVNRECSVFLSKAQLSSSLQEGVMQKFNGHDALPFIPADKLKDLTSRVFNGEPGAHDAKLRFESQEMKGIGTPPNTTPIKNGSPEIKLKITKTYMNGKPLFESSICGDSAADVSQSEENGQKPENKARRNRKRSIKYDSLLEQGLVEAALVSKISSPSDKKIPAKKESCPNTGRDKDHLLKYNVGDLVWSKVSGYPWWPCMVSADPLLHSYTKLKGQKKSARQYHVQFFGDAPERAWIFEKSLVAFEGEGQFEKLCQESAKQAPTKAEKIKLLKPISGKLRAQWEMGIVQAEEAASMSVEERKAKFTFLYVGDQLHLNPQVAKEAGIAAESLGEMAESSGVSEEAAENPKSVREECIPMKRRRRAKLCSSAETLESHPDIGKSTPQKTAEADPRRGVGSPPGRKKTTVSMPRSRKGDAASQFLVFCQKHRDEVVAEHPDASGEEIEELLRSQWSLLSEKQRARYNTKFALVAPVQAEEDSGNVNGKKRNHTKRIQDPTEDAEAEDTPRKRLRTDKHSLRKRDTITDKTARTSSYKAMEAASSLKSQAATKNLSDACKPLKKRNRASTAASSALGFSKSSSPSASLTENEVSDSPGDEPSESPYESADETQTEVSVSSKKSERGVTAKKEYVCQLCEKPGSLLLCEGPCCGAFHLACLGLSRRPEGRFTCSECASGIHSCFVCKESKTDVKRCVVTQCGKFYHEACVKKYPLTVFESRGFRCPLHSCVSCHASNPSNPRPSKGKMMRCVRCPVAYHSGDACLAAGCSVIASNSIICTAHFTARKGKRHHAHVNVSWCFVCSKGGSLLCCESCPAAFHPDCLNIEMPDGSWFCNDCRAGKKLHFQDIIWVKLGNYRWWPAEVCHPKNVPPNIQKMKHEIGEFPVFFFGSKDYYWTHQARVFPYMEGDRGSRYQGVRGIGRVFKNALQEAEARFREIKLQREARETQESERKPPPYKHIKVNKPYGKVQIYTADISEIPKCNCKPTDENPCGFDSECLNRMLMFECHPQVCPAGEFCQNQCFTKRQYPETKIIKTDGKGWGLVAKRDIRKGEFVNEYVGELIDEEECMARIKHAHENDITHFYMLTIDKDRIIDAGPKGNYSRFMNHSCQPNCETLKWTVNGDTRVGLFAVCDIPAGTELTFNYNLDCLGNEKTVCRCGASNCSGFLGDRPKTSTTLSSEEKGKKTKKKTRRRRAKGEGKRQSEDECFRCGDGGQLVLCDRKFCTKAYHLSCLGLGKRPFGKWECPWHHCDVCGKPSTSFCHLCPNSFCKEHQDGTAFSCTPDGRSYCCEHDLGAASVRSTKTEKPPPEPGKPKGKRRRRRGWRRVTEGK
V-ATPase pHluor: regulators of yeast V-ATPase proton transport; AID 504577; response, % at 10 µM; S. cerevisiae, pHLuorin cytosolic pH fluorescence; hit rate 0.37% among 350,000; in the data active = response mostly above about 7.3%, no sharp cut-off; inactive = mostly below about 5.4%; note: actives read high; inactives centre near 0; some compounds called inactive have numbers as strong as hits; reference of the scale not given here
* marks the source's active call; other numbers are inactive results.

V-ATPase pHluor	mol	Wnt act	NSD2 inh
1.4	Cc1ccccc1C(=O)Nc1ccc(S(=O)(=O)NCC2CCCO2)cc1 (centres undefined)	-3.7	-3.5
-2.0	CC1CN(C)C(C)CC1OC(=O)C(c1ccccc1)c1ccccc1 (centres undefined)	-1.6	11.0
-0.3	CC(=O)OC1(C)C=Cc2ccccc2C1=NS(=O)(=O)c1ccccc1 (centres undefined)	-2.0	-1.2
0.2	CCCCn1c(NCc2ccc(OC)cc2O)nc2ccccc21	-1.1	0.5
4.8	CC1CC(=O)Nc2ccccc2N1S(=O)(=O)c1cccs1 (centres undefined)	4.9	-0.9
-1.9	COc1ccc(C(=O)Cn2c(NCCCO)nc3ccccc32)cc1	-1.0	-1.6
2.0	N/C(=N\c1nc2ccccc2o1)NC(=O)c1cccc(Cl)c1	11.5	-2.0
3.1	O=C(NNC(=O)c1ccc2nonc2c1)Nc1ccc(Cl)cc1	-0.1	1.3
1.5	CC1Oc2ccccc2C=C1/C=N\NC(=O)c1cccnc1 (centres undefined)	0.1	-2.1
-1.0	O=C(NN=Cc1ccccc1Cl)c1ccccc1	62.9*	-1.5

Whole records from above.
CC1Oc2ccccc2C=C1/C=N\NC(=O)c1cccnc1 (centres undefined) is entered as V-ATPase pHluor = 1.5; Wnt act = 0.1; NSD2 inh = -2.1
COc1ccc(C(=O)Cn2c(NCCCO)nc3ccccc32)cc1 is entered as V-ATPase pHluor = -1.9; Wnt act = -1.0; NSD2 inh = -1.6
N/C(=N\c1nc2ccccc2o1)NC(=O)c1cccc(Cl)c1 is entered as V-ATPase pHluor = 2.0; Wnt act = 11.5; NSD2 inh = -2.0

Three entries from above, ordered by the value under Wnt act, largest number first:
V-ATPase pHluor	mol	Wnt act	NSD2 inh
2.0	N/C(=N\c1nc2ccccc2o1)NC(=O)c1cccc(Cl)c1	11.5	-2.0
0.2	CCCCn1c(NCc2ccc(OC)cc2O)nc2ccccc21	-1.1	0.5
1.4	Cc1ccccc1C(=O)Nc1ccc(S(=O)(=O)NCC2CCCO2)cc1 (centres undefined)	-3.7	-3.5

Following part:
V-ATPase pHluor	mol	Wnt act	NSD2 inh
-2.8	O=S1(=O)CCN(CCCc2ccccc2)CC1	-1.8	-0.8
-0.2	CCN(C(=S)Nc1cccc2ccccc12)c1ccccc1	3.2	1.3
-3.1	O=C(CN1CCN(C(=O)CNC(=O)c2ccc(N3CCCC3=O)cc2)CC1)Nc1cccc(F)c1	-4.1	-1.2
-0.6	CCOc1ccccc1N1CCN(CC(=O)Nc2nccs2)CC1	-1.5	-1.9
-1.7	N#Cc1ccc(NN=Nc2ccccc2C#N)cc1	-0.8	-0.8
2.6	CNC(=O)CC1C(=O)N(c2ccc(OC)cc2)C(=S)N1NC(=O)c1cccc(F)c1 (centres undefined)	11.8	-2.0
0.9	CN(C)CCC1(c2ccccc2)CCN(C)C1=O (centres undefined)	-4.8	-1.8
-1.0	CCN1C(=O)C(C)C=C(C)C=C1C (centres undefined)	-1.7	-9.9
0.8	CC(C)(C)OC(=O)N1CCC[C@H]1C(=O)N/N=C/c1cccc2nccnc12	8.5	-13.2
1.3	Cc1onc(-c2c(Cl)cccc2Cl)c1NC(=O)NC1CCSC1 (centres undefined)	34.1*	2.6

Later entries
V-ATPase pHluor	mol	Wnt act	NSD2 inh
-29.1	CCOC(=O)C1=C(C)OC(=Cc2ccccc2)C1=O	-0.1	1.0
2.1	c1ccc2c(c1)nnn2Cn1nnc2ccccc21	-2.1	-3.2
-1.4	Cc1nc(SCC(=O)Nc2sccc2C(N)=O)c2c(C)c(C)sc2n1	-0.3	-2.0
0.8	COc1ccc2cc(/C(C)=N/NC(=O)c3cc(C)oc3C)ccc2c1	-2.8	-2.8
-2.3	O=S1(=O)CCN(C2CCCCCCC2)CC1	0.4	0.7
-1.2	NN=C(c1cccc([N+](=O)[O-])c1)c1cccc([N+](=O)[O-])c1	-1.0	-0.2
2.5	COc1ccc(CCNS(=O)(=O)c2ccc3c(c2)CC(C)N3C(=O)C2CC2)cc1OC (centres undefined)	-6.7	-0.4
0.8	Cc1c(-c2ccc(F)cc2)nc(N)c(C#N)c1-c1cccnc1	7.9	-2.2
4.7	O=C(CNS(=O)(=O)c1ccc(F)cc1)N1CCCC1	7.5	0.0
1.2	O=C(NCCCNC(=O)c1ccccc1)c1ccccc1	3.6	-0.6

Random excerpt: six compounds from above, in no set order.
V-ATPase pHluor	mol	Wnt act	NSD2 inh
-1.2	NN=C(c1cccc([N+](=O)[O-])c1)c1cccc([N+](=O)[O-])c1	-1.0	-0.2
0.8	Cc1c(-c2ccc(F)cc2)nc(N)c(C#N)c1-c1cccnc1	7.9	-2.2
0.8	COc1ccc2cc(/C(C)=N/NC(=O)c3cc(C)oc3C)ccc2c1	-2.8	-2.8
-29.1	CCOC(=O)C1=C(C)OC(=Cc2ccccc2)C1=O	-0.1	1.0
-2.3	O=S1(=O)CCN(C2CCCCCCC2)CC1	0.4	0.7
2.5	COc1ccc(CCNS(=O)(=O)c2ccc3c(c2)CC(C)N3C(=O)C2CC2)cc1OC (centres undefined)	-6.7	-0.4

As a working copy, 3 of the compounds above:
V-ATPase pHluor	mol	Wnt act	NSD2 inh
0.8	Cc1c(-c2ccc(F)cc2)nc(N)c(C#N)c1-c1cccnc1	7.9	-2.2
4.7	O=C(CNS(=O)(=O)c1ccc(F)cc1)N1CCCC1	7.5	0.0
1.2	O=C(NCCCNC(=O)c1ccccc1)c1ccccc1	3.6	-0.6

(continued)
V-ATPase pHluor	mol	Wnt act	NSD2 inh
-2.9	O=C(CSc1nc2[nH]ncc2c(=O)[nH]1)Nc1cc(C(F)(F)F)ccc1Cl	1.4	0.8
0.1	COC(=O)C1(C(=O)OC)C2C(=O)C3C(C21)C3(C(=O)OC(C)(C)C)C(=O)OC(C)(C)C (centres undefined)	-4.7	-2.6
0.0	Nc1ccccc1SC(CC(=O)c1ccccc1)c1ccc([N+](=O)[O-])cc1 (centres undefined)	80.4*	2.0
0.1	CCOC(=O)COc1ccccc1/C=N/Nc1nnc2c3ccccc3n(C)c2n1	0.1	-2.0
-0.1	COc1cc(S(=O)(=O)n2ccc(C)n2)c(C)cc1C	-2.3	-0.9
0.4	Cc1ccc(CCSc2ccc(F)cc2)cn1	-4.3	-0.6
-0.6	N#C/C(=C\Nc1ccc(F)c(Cl)c1)C(=O)C1CC1	11.7	-0.5
-0.3	CN(C(=O)COC(=O)Cc1ccc(Br)cc1)c1c(N)n(Cc2ccccc2)c(=O)[nH]c1=O	-1.3	-1.8
1.3	Cc1ccnc(NCc2cc(Cl)cc(Cl)c2O)c1	-1.2	-3.8
2.4	O=C(O)C=Cc1c[nH]c2nccnc12	9.1	-2.0

Going on with the list.
V-ATPase pHluor	mol	Wnt act	NSD2 inh
-0.3	CCN(C(=O)c1c([N+](=O)[O-])cnn1C)c1ccccc1	-1.3	-1.2
-0.5	COc1ccc(N2CCN(CC(=O)Nc3ccccc3C(=O)NC(C)c3ccccc3)CC2)cc1 (centres undefined)	-4.9	4.0
0.2	CCNC(=O)CC1SC(=Nc2ccc(C)c([N+](=O)[O-])c2)N(C)C1=O (centres undefined)	-1.6	-0.3
-0.3	Cc1ccc(S(=O)(=O)NCc2ccccc2)cc1C(=O)N1CCN(S(=O)(=O)c2ccccc2F)CC1	-7.1	-0.3
-1.0	O=C(Nc1cnns1)Oc1ccccc1	5.9	-0.3
-0.4	Nc1nc(Nc2ccc(Cl)cc2)nc(NCCO)c1[N+](=O)[O-]	1.4	0.2
-4.8	N#CCC(=O)N1CCN(C(c2ccccc2)c2ccccc2)CC1	1.0	12.0
0.9	CCC1S/C(=N/N=C/c2ccco2)N(Cc2ccc(F)cc2)C1=O (centres undefined)	-4.9	0.4
5.2	COc1ccccc1/C=N/NC(=O)CC(=O)NCCc1ccccc1	-2.4	1.3
0.4	O=C(O)c1ccccc1-c1ccccc1C(=O)Nc1ccc2c(c1)C(O)c1ccccc1-2 (centres undefined)	-0.5	-9.1

Further entries
V-ATPase pHluor	mol	Wnt act	NSD2 inh
0.5	O=C1C(=Cc2ccccc2[N+](=O)[O-])Cc2ccccc21	-6.2	0.5
1.3	NC(=O)c1nc2c([nH]c1=O)CCCC2	2.8	1.0
4.6	CCN(CC)C(=O)C(C)N1c2cccc3cccc(c23)S1(=O)=O (centres undefined)	-0.5	-0.6
0.3	COc1ccc(C(=O)NCC2(c3ccc(OC)c(OC)c3)CCCC2)cc1OC	22.7	-0.7
0.1	COc1ccc(NC2CCCN(C(=O)COc3ccc(C(C)=O)cc3)C2)cc1 (centres undefined)	-0.6	1.8
-1.3	COc1cc(CNc2nc3ccccc3n2Cc2ccccc2)ccc1O	21.3	5.5
6.2	C=CCn1c(C(CC)CC)nc2ccccc21	-0.2	-1.3
0.2	Cn1cc(CN2CCC(n3nccc3NC(=O)c3ccc4c(c3)OCO4)CC2)cn1	2.0	-1.5
-0.1	COc1ccc(C2=NO[C@@H]3C(=O)N(Cc4ccccc4)C(=O)[C@H]23)c(OC)c1	-0.1	-0.1
-2.7	CC(C)=NOc1nc(N2CCOCC2)nc(N2CCOCC2)n1	-1.7	-1.0

(further entries)
V-ATPase pHluor	mol	Wnt act	NSD2 inh
-1.6	O=c1cc(-c2cccnc2)oc2c1ccc1ccccc12	0.2	-0.5
-0.4	Cc1ccc(NC(=O)N2CCCn3c(SCC(=O)c4ccccc4)nnc32)cc1	-4.4	-1.2
-2.0	Cc1c(NC(=O)c2cc3ccccc3o2)cccc1-n1cnnn1	-2.0	4.8
0.4	CCc1ccc(/C=C2/SC(=S)N(CCCC(=O)Nc3cccc(C(=O)O)c3)C2=O)cc1	3.5	36.3
1.7	Cc1cccc(N(CC(=O)N/N=C/c2ccc(C(=O)O)cc2)S(=O)(=O)c2ccccc2)c1C	0.6	2.1
-1.6	CCCCC(=O)NC(c1ccc(OC)cc1)c1ccc2cccnc2c1O (centres undefined)	-1.7	2.8
0.2	Cc1nc2c(=O)[nH]n(C)c2nc1C	2.3	0.4
1.8	CCOc1ccccc1NC(=O)C(OC(=O)c1cnc(C)cn1)c1ccccc1 (centres undefined)	-5.5	-4.6
-5.1	CCN(CC)C(=O)CSc1nnc2nnc3cc(OC)ccc3n12	2.5	2.0
-0.6	CN(CC(=O)Nc1ccc(F)cc1)C(=O)CN1C(=O)NC(CCc2ccccc2)C1=O (centres undefined)	1.4	-7.3

Remaining list, next part
V-ATPase pHluor	mol	Wnt act	NSD2 inh
1.1	COc1ccccc1C(=O)NC1CC2CCCC(C1)N2Cc1ccccc1 (centres undefined)	-6.9	-2.7
-2.9	CCN(CC)CC(O)Cn1c(-c2ccccc2Cl)nc2ccccc21 (centres undefined)	0.5	5.6
1.2	C=CCN1C(=O)/C(=c2\sc3nc(=O)c(Cc4ccccc4)nn3c2=O)c2ccccc21	0.0	-0.8
-3.4	COc1cc(C)c(C(=O)CC(=O)c2c(C)cc(OC)cc2C)c(C)c1	-0.1	-7.6
0.9	Cc1ccc(NC(=O)c2sc3ncn(CC(=O)N4CCN(c5ccccn5)CC4)c(=O)c3c2C)cc1	0.9	0.9
-3.2	Cc1c(CC(=O)N2CCC(O)CC2)c(=O)oc2cc3c(cc12)CCC1(CCCCC1)O3	-1.1	1.2
5.9	N#Cc1ccc(C(=O)CSc2n[nH]c(=O)n2-c2cccnc2)cc1	0.7	-0.6
-1.0	Brc1cc(-c2ccccc2)nc(-c2ccccc2)n1	-25.0	4.3
0.4	CS(=O)(=O)c1cc(C(=O)O)cc(NCc2ccccc2)c1Oc1ccccc1	-1.9	-7.3
0.6	COC(=O)/C=C1/SC(=NC(=O)c2ccc(F)cc2)NC1=O	2.7	-2.1

Remaining list, next part.
V-ATPase pHluor	mol	Wnt act	NSD2 inh
-0.2	O=C(O)c1ccc(CNC(=O)C2CCN(S(=O)(=O)c3cccs3)CC2)cc1	-1.4	-1.4
-3.4	CC(C)Oc1ccc(S(=O)(=O)N2CCOCC2)cc1NC(=O)CSC(=S)N1CCCC1	-4.5	0.7
-2.0	O=C(N(c1ccccc1)c1ccccc1)N(c1ccccc1)c1ccccc1	-7.2	15.9
0.4	Cc1nc(-c2cccc(NC(=O)c3ccc(Cl)c(S(=O)(=O)N4CCCC4)c3)c2)cs1	-4.0	0.1
2.2	CN(N=Cc1ccccc1O)c1ccc2ccccc2n1	11.5	-0.9
1.9	COc1ccc(NC(=O)CNc2ccc(OC)c(S(=O)(=O)N3CCOCC3)c2)cc1	0.6	6.3
-0.8	CCn1c(=O)c2[nH]c(Cl)nc2n(CC)c1=O	-1.6	-3.7
0.9	O=C(Nc1ccc(F)cc1)Nc1csc2ccccc12	13.6	1.4
3.4	COc1ccccc1NC1=NC(CO)(CO)CS1	4.3	0.0
3.9	N#C/C(=C(/O)c1ccc([N+](=O)[O-])cc1)c1nc2ccccc2[nH]1	-1.0	-1.9

More compounds.
V-ATPase pHluor	mol	Wnt act	NSD2 inh
1.3	Cc1ccc(Nc2nc(-c3ccncc3)nc3ccccc23)cc1	0.5	-2.0
0.3	CSc1nnc2sc3cc(C)ccc3n12	15.6	-1.1
0.8	Cc1ccc(S(=O)(=O)N2CCC(C(=O)N3CCN(c4ccccn4)CC3)CC2)cc1C	-4.5	-0.5
1.2	COc1ccc2c(Cl)cc(NC(=O)Nc3c(C)cccc3C)nc2c1	-5.0	-10.3
1.3	CCOc1ccccc1C(=O)NC(C)CCc1ccccc1 (centres undefined)	-1.6	-3.1

Screens as filed in PubChem BioAssay.

The list is partial. The share of hits here may be higher or lower than overall.
